# GPR35 arrestin U2OS – GPR35 antagonists blocking zaprinast-driven arrestin recruitment, primary screen, imaging, U2OS, beta-arrestin-GFP, zaprinast agonist (AID 2058); G-protein coupled receptor 35 (Homo sapiens); hit rate 0.052% among 290,000; inhibition, % at 10 µM, or IC50 in µM where a hit was titrated; U2OS GPR35 beta-arrestin-GFP translocation imaging, zaprinast antagonism; higher % means a stronger effect;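 active = inhibition of at least 50% with at least 30 cells and total cytoplasm GFP at most 10,000,000; inconclusive = under 30 cells or total GFP of 10,000,000 plus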
# Dengue-2 NS5 capping – Dengue-2 NS5 methyltransferase inhibitors, primary screen, biochemical, confirmation dose response (AID 588689); Genome polyprotein (Dengue virus type 2 (strain 16681-PDK53)); Dengue-2 NS5 methyltransferase capping enzyme assay, biochemical; higher % means a stronger effect; inhibition, % at 25 µM, or IC50 in µM where a hit was titrated; hit rate 0.3% among 340,000; in the data active = a potency from the dose series; inconclusive = inhibition above about 29% without an active follow-up result
# GPR55 antagonists – GPR55 antagonists blocking LPI-driven arrestin recruitment, primary screen, imaging, U2OS, beta-arrestin-GFP, LPI agonist (AID 2013); U2OS GPR55 beta-arrestin-GFP translocation imaging, LPI antagonism; higher % means a stronger effect; hit rate 0.13% among 290,000; G-protein coupled receptor 55 (Homo sapiens); inhibition, % at 10 µM; hits with a dose series show IC50 in µM;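 active = spots per cell inhibited over 60%, with over 100 cells counted and total cytoplasm intensity under 500,000; inconclusive = wells with under 100 cells, flagged as likely toxic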;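 note: U2OS cells stably carrying GPR55 and arrestin-GFP stimulated by 5 µM LPI near EC80; imaged beta-arrestin-GFP aggregate spots per cell after agonist stimulation; plate controls were LPI-stimulated DMSO wells for no effect and DMSO wells without LPI for full effect; some results filed as inactive read as strong as hits; confirmed hits need IC50 under 10 µM and bright autofluorescent wells are also inconclusive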
# NOD1 inhibition – NOD1 signaling inhibitors, primary screen, cell-based, luminescence, uHTS (AID 1578); NOD1-driven NF-kB luciferase reporter cells, luminescence; higher % means a stronger effect; inhibition, % at 4 µM, or EC50 in µM where a hit was titrated; hit rate 1% among 290,000; in the data active = inhibition mostly above about 36%, no sharp cut-off; inactive = mostly below about 34%;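 note: HEK-293T reporter cells stimulated with the NOD1 agonist gamma-tri-DAP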
# KOR beta-arrestin-1 – KOR agonists, beta-arrestin recruitment, primary screen, cell-based, luminescence, uHTS (AID 1777); hit rate 0.02% among 280,000; one-dose activation, % at 10 µM; EC50 in µM for titrated hits; KOR beta-arrestin recruitment, luminescence; higher % means a stronger effect; Kappa-type opioid receptor (Homo sapiens); in the data active = activation above about 50%, passing the limit was not always enough; note: a part of the inactive calls stands beside numbers as strong as those of hits
# HIV peptide binding – inhibitors of HIV fusion peptide binding, primary screen, biochemical, uHTS, fluorescence dequenching (AID 1986); cell-free peptide binding, fluorescence dequenching, 30 min; higher % means a stronger effect; one-dose inhibition, % at 20 µM; IC50 in µM for titrated hits; hit rate 0.3% among 290,000; in the data active = inhibition mostly above about 52%, no sharp cut-off; inactive = mostly below about 76%; note: some results filed as inactive read as strong as hits
# West Nile antiviral – West Nile virus antiviral activity, cell-based, CPE readout (AID 1621). West Nile virus-infected cells, CPE inhibition; higher % means a stronger effect. CPE inhibition, % at 10 µM, or IC50 in µM where a hit was titrated. hit rate 0.02% among 290,000; in the data active = a potency from the dose series; inconclusive = CPE inhibition mostly from about 3.7% at the one dose, without a potency; inactive = the rest, 99 in 100 with CPE inhibition below about 2.2%; note: strong numbers were not always called active
# GPR55 activation – GPR55 agonists via beta-arrestin recruitment, primary screen, imaging, U2OS cells, beta-arrestin-GFP redistribution (AID 1961) | U2OS GPR55 beta-arrestin-GFP redistribution imaging; higher % means a stronger effect | activation, % at 10 µM, or EC50 in µM where a hit was titrated | hit rate 0.048% among 290,000;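 active = activation above 40% with more than 50 cells counted in the well; inconclusive = wells holding fewer than 50 cells, flagged as toxic or sparse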;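 note: U2OS osteosarcoma cells stably expressing GPR55 and beta-arrestin-GFP; plate controls were DMSO negative control for no effect and LPI positive control for full effect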
# KOR beta-arrestin-2 – KOR antagonists, beta-arrestin recruitment, cell-based, luminescence, uHTS (AID 1778). hit rate 0.091% among 290,000. Kappa-type opioid receptor (Homo sapiens). one-dose inhibition, % at 10 µM; IC50 in µM for titrated hits. KOR beta-arrestin recruitment, luminescence, antagonist mode; higher % means a stronger effect; in the data active = inhibition above about 50%; note: strong numbers were not always called active
# Dengue-2 NS5 capping pilot replicate – further read-out of Dengue-2 NS5 capping, marked with its call; inhibition, %; measured here: pilot screen replicate inhibition
# * hit, by the source's call; ? = inconclusive; · = no result given; [ ] = remark or other dose. These rows are one share of the data, so the mix of outcomes need not match the whole.
SMILES,GPR35 arrestin U2OS,Dengue-2 NS5 capping,GPR55 antagonists,NOD1 inhibition,KOR beta-arrestin-1,HIV peptide binding,West Nile antiviral,GPR55 activation,KOR beta-arrestin-2,others
Cn1c(C(=O)Nc2ccc(Cl)cc2)cc2cc(Cl)ccc21,-9%,-5%,4%,8%,-1.1%,0.1%,-0.5%,0.4%,-34%,
COCCCn1c(=O)c2sccc2n(Cc2cccc(F)c2)c1=O,9%,3%,24%,-12%,-3.8%,-1.0%,-1.0%,-0.1%,-22%[20 µM],
CC(C)=C1C2CCC1C1C(=O)N(NC(=O)COc3ccc(Cl)c(C)c3)C(=O)C21 (centres undefined),6%,4%,0%,-1%,2.5%,-1.3%,0.1%,-0.1%,11%,
CC(=O)Nc1ccc(N/C=C(\C#N)S(=O)(=O)c2ccc(Cl)cc2)cc1,-11%,-3%,-5%,-8%,0.3%,0.5%,-0.4%,0.4%,-22%,
COc1ccc2nccnc2c1[N+](=O)[O-],-7%,-11%,6%,-1%,3.5%,0.8%,-0.1%,-0.6%,1%,
CCc1ccc(OCCSc2nc3ccccc3n2CCC(=O)O)cc1,-6%,-6%,9%,-27%,-1.5%,5.0%,0.1%,0.2%,-9%,Dengue-2 NS5 capping pilot replicate=-1.5
O=C(Nc1ccc(CN2CCCCC2)cc1)c1ccc(Br)o1,3%,-2%,-4%,-37%,-1.2%,0.8%,-0.3%,-0.4%,20%,
Clc1ccc(SCCOCCN2CCCCC2)cc1,0%,-1%,4%,55%,8.8%,-2.8%,0.9%,-0.3%,-14%,
Cc1cc(-c2c(C)[nH]n(-c3ccc(Cl)cc3)c2=O)n[nH]1,-2%,0%,5%,22%,-1.6%,17%,0.3%,-0.1%,4%,
O=C(NCCCN=C1NS(=O)(=O)c2ccccc21)c1ccc(S(=O)(=O)N2CCOCC2)cc1,-7%,6%,6%,-12%,-1.8%,-0.5%,-0.2%,0.2%,22%,
Cc1ccsc1/C=C/c1ccc2cccc(O)c2n1,-2%,1%,18%,63%*,-3.2%,4.8%,0.8%,-0.1%,1%,Dengue-2 NS5 capping pilot replicate=-1.5
O=C(NC(=S)Nc1cccnc1)c1cccc(Br)c1,-4%,-9%,-15%,-19%,-3.9%,-0.1%,0.8%,-0.1%,2%,
COc1ccc(N(CC(=O)NCc2ccccc2OC)S(=O)(=O)c2ccccc2[N+](=O)[O-])c(OC)c1,7%,·,12%,-22%,-0.5%,-0.2%,-0.8%,0.2%,-15%,
Cc1cc(C(=O)COC(=O)CNC(=O)c2ccc(Cl)c(Cl)c2)c(C)n1Cc1ccco1,-12%,-4%,-2%,-25%,0.3%,4.0%,-0.1%,-0.3%,15%,
O=C(Nc1ccccc1)C1CCN(C(=O)c2ccco2)CC1,2%,-5%,3%,0%,0.3%,0.3%,-0.3%,-0.2%,8%,
Cc1nn(-c2ccccc2)c(-c2ccccc2)c1C(=O)O,3%,-2%,9%,-16%,5.5%,-1.5%,0.2%,-0.1%,1%,
O=C1c2cccc3cc(Br)cc(c23)C(=O)N1Nc1ccccc1,14%,1%,6%,-6%,0.6%,-4.1%,-0.6%,-0.1%,10%,
CCOC(=O)c1cc(-c2ccccc2)n(CC(=O)Nc2cccc(OC)c2)c1C,-2%,4%,19%,0%,-2.1%,2.5%,-1.0%,0.0%,-22%,
CCCCSc1nc2c(=O)[nH][nH]c(=O)c2n1Cc1ccccc1,-2%,-8%,15%,-44%,-5.2%,-1.0%,0.0%,-0.2%,3%,
Cc1cccc(C)c1NS(=O)(=O)c1cc2c3c(c1)CC(=O)N3CCC2,26%,2%,7%,-25%,-1.9%,-1.4%,0.0%,-0.1%,-23%,
Cc1ccc(Cn2nnc3c(=O)n(Cc4ccccc4C)cnc32)cc1,15%,-4%,5%,-23%,14%,1.0%,-0.2%,-0.3%,20%,
CC(NC(=O)NCC1CCCO1)(C(F)(F)F)C(F)(F)F (centres undefined),-4%,-5%,7%,-16%,-3.7%,0.8%,0.4%,-0.2%,24%,
Cc1ccc(C(=O)NC2(C(F)(F)F)N=C3SCCN3C2=O)cc1 (centres undefined),-12%,-6%,-14%,5%,-0.6%,1.9%,0.4%,0.2%,-33%,
Cc1nc2c(C)cccc2cc1C(=O)N/N=C/c1cccc([N+](=O)[O-])c1,-11%,0%,-5%,-7%,-1.3%,-1.4%,-0.7%,-0.2%,·,
CN(CC(=O)Nc1ccccc1Sc1ccccc1)Cc1nc2ccccc2c(=O)[nH]1,2%,-2%,3%,-4%,-2.4%,-1.0%,-1.0%,0.0%,22%,
COc1ccc(CNC(=S)Nc2cc(OC)ccc2OC)cc1,-5%,1%,9%,7%,4.6%,1.6%,-0.5%,-0.1%,-12%,
CNC(=O)NNC(=O)c1onc(-c2c(Cl)cccc2Cl)c1C(=O)OC,-4%,1%,4%,-7%,-0.4%,-0.5%,0.8%,-0.2%,16%,
COc1ccc(/C=C/C(=O)c2ccc(O)cc2)cc1,-7%,2%,8%,-4%,2.6%,-0.6%,2.8%,0.1%,-20%,
CCOC(=O)c1ccc(NC(=O)c2nc[nH]c2C(=O)N[C@H](C)c2ccccc2)cc1,7%,-7%,7%,0%,·,-0.6%,2.5%,-0.1%,10%,
COc1ccc(C(=O)Nc2cccc(C)c2)cc1,0%,0%,5%,-69%,-0.3%,-2.6%,-0.1%,-0.2%,-14%,
Cc1ccccc1CN(C)CCS(=O)(=O)c1cc(Cl)ccc1Cl,-9%,-4%,8%,-13%,4.3%,-1.1%,1.1%,-0.2%,-17%,
Cc1ccc(NC(=O)CN(c2ccc(Cl)cc2)S(=O)(=O)c2cc([N+](=O)[O-])ccc2Cl)c(C)c1,4%,·,2%,·,-4.7%,-0.6%,-0.9%,-0.1%,17%[20 µM],
CCN1CCN(Cc2c(O)ccc3c2O/C(=C\c2ccc(C)cc2)C3=O)CC1,-3%,?,11%,-17%,-1.8%,40%,-0.7%,-0.4%,-11%,
CC1CCN(C(=O)COc2ccc3ccccc3c2Br)CC1,6%,-9%,3%,-43%,7.5%,1.0%,-1.0%,-0.1%,-12%,
COc1ccc(-c2cnn(-c3ccccc3)c2N)cc1OC,14%,4%,5%,-8%,-10%,-2.8%,0.1%,0.1%,1%,
CCC(C)c1ccc(OCC(=O)Nc2cccc(C(=O)Nc3ccc(C(=O)O)cc3)c2)cc1 (centres undefined),15%,9%,-8%,-67%,-2.9%,54%,-0.2%,-0.2%,-8%,
CC(C)C(NC(=O)CN1C(=O)c2cccc3cccc1c23)C(C)C,-1%,1%,-5%,-10%,-2.6%,1.4%,0.9%,-0.1%,-11%[20 µM],
CCC1=C2CC[C@H]3C(=O)N(CC)C(=O)[C@H]3[C@H]2[C@@]2(Cc3ccccc3)C(=O)N(Cc3ccccc3)C(=O)N2C1=O,-14%,-2%,1%,-10%,-2.7%,0.2%,-0.4%,-0.1%,5%,
Cc1ccccc1N(CC(=O)N/N=C/c1ccc(F)cc1)C(=O)c1ccccc1,0%,-13%,-1%,-5%,-1.2%,-1.2%,-1.4%,0.4%,-43%,
O=C(COC(=O)c1cccnc1Cl)Nc1nc(-c2ccccc2)cs1,4%,-5%,6%,-31%,-0.9%,-1.6%,0.1%,-0.1%,0%,
COC(=O)c1ccccc1NC(=O)n1cc(C)cn1,-1%,-4%,-10%,-8%,-2.1%,4.4%,-0.2%,-0.1%,23%,
CCN(C(=O)CCNC(=O)Cn1cnc2ccccc2c1=O)c1ccccc1F,7%,-4%,-8%,-37%,-0.4%,-0.8%,0.0%,0.2%,-28%,
CC(C)CCN1NC2(CCCC(C)C2)NC1=S (centres undefined),-10%,·,-1%,2%,-0.8%,-0.7%,0.5%,-0.1%,20%,
O=[N+]([O-])c1ccccc1S(=O)(=O)Nc1ccc(S(=O)(=O)Nc2nccs2)cc1,-15%,4%,-7%,-6%,-1.6%,2.0%,-0.6%,0.4%,3%,
CC(C)c1nnc(NC(=O)COc2ccc3ccccc3c2)s1,0%,-5%,6%,-51%,4.6%,0.1%,-0.1%,-0.2%,5%,
CCn1c2ccccc2c2cc(NC(=O)c3cccc(OC)c3)ccc21,3%,-5%,-7%,-28%,-3.6%,0.3%,0.9%,0.0%,-14%,
C=CCn1c(SCC(=O)Nc2ncc(Cc3ccc(C)c(Cl)c3)s2)nnc1-c1ccncc1,-4%,0%,-5%,20%,4.3%,1.2%,-0.2%,0.1%,8%,
COc1ccc2c(c1)-c1ccccc1S(=O)(=O)N2C,-1%,5%,18%,15%,1.3%,0.5%,-0.2%,0.2%,-18%,
CCOC(=O)N1CCN(C(=O)CNC(=O)C23CC4CC(CC(C4)C2)C3)CC1,4%,-6%,2%,-28%,0.3%,-0.2%,0.1%,-0.1%,0%,
COc1ccc(OC(=O)CCCN2C(=O)c3ccccc3C2=O)cc1,-2%,2%,9%,-22%,-2.3%,-0.2%,0.2%,-0.1%,27%,
NC(=O)c1c(NC(=O)c2ccccc2)sc2c1CCC2,-2%,0%,-5%,-48%,-5.8%,-0.7%,-0.1%,-0.2%,1%,
Cc1ccc(NC(=O)CSc2nc(O)cc(=O)n2-c2ccc(C)cc2)cc1,24%,-14%,-3%,-8%,-1.0%,8.4%,-0.1%,-0.1%,-14%,
Cc1cccc2cc(COC(=O)c3cccs3)c(=O)[nH]c12,-9%,-5%,4%,8%,6.1%,-0.9%,0.4%,-0.3%,0%,
CCc1nn2c(=O)cc(COc3ccc(/C=C4\C(=N)N5N=C(C)SC5=NC4=O)cc3)nc2s1,-11%,·,7%,-36%,-1.0%,21%,0.3%,-0.5%,21%,
Cc1ccc(CSCCNS(=O)(=O)c2ccccc2)cc1,18%,-3%,3%,3%,1.2%,1.1%,-1.6%,0.3%,2%,
CCOC(=O)CC(NC(=O)CCS(=O)(=O)c1ccc2c(c1)n(C)c(=O)c(=O)n2C)c1ccc(C)cc1 (centres undefined),4%,-10%,10%,1%,2.6%,3.0%,-0.3%,0.0%,-32%,
O=C(c1ccccc1F)N1CCN(c2ccccc2)CC1,-9%,-3%,8%,-27%,-0.5%,-2.4%,0.0%,-0.2%,-7%,

# Screens as filed in PubChem.
